Screening data (PubChem BioAssay)
TROY signal inh – inhibitors of TROY-dependent NF-kB signaling; 0.98% of 360,000 active; Q293 LMP1-TROYcd NF-kB luciferase reporter, 4 h; AID 1347056; inhibition, % at 10 µM;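 active = compounds whose plate-normalised and pattern-corrected inhibition of the luciferase reporter signal at the single screening dose is 50% or more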
NOD2 RIPK2 PPI – blocks binding of human NOD2 to RIPK2 | O43353 | CHO BLA complementation NOD2-RIPK2, CCF4 ratio | inhibition, % at 4.98 µM | 0.38% of 360,000 active; in the data active = inhibition above about 21%;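 also: 0% = vehicle only and 100% = reference blocker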
NR5A2 inv ag – inverse agonists of human LRH-1 (NR5A2) | O00482 | HEK293T StAR-luciferase reporter, LRH-1 transfected, 24 h | inhibition, % at 3.6 µM | 0.13% of 360,000 active;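 active = inhibition above the mean inhibition of all tested compounds plus 3 SD, cut at about 73% in these data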;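 also: 0% = DMSO wells and 100% = reporter-only cells lacking LRH-1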
SRC1 inh – human NCOA1 inhibition | Q15788 | HEK293 GAL4-SRC1 luciferase reporter, luminescence | inhibition, % at 3.6 µM | 0.12% of 360,000 active;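 active = inhibition above the campaign mean plus 3 SD, with each screening campaign given its own cutoff, cut at about 60% in these data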;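 also: 0% = DMSO treated cells and 100% = gossypol at 36 µM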
EBV LMP1 NFkB – inhibitors of Epstein-Barr LMP1-induced NF-kappaB reporter; LMP1-induced NF-kappaB luciferase reporter cells, luminescence; inhibition, % at 12.5 µM; 0.69% of 350,000 active; AID 504558; in the data active = inhibition above about 41%;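 also: 0% = neutral control wells and 100% = reference inhibitor control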
C8 TRAIL sens – sensitizes caspase-8 expressing cells to TRAIL | NB7+C8 cells + TRAIL, ATPlite viability luminescence | inhibition (viability loss, TRAIL sensitization), % at 10 µM | 1% of 360,000 active;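 active = compounds causing at least 50% loss of cell viability in the single-dose screen, relative to plate controls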
COUP-TFII inh – NR2F2 (human) inhibition, primary screen; HEK293T NGFI-A luciferase reporter, luminescence; inhibition, % at 8.6 µM; 0.7% of 370,000 active; AID 686940;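 active = inhibition above a per-plate cutoff, mean inhibition of test wells between control levels plus 3 SD, cut at about 38% in these data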;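 also: cells cotransfected with COUP-TFII expression vector driving the NGFI-A reporter; 0% = median of COUP-TF2 test wells and 100% = reporter-only cells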
SRC3 inh – inhibitors of human steroid receptor coactivator 3 (SRC3) | Q9Y6Q9 | HEK293 GAL4-SRC3 luciferase reporter, luminescence | inhibition, % at 3.6 µM | 0.17% of 360,000 active | AID 588352;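 active = inhibition above a per-campaign cutoff, the mean of all compounds plus 3 SD, cut at about 60% in these data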;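 also: 0% = DMSO-treated cells and 100% = gossypol-treated cells at 36 µM; higher means less SRC3-driven luciferase light from the GAL4 reporter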
TWEAK Fn14 block – inhibitors of TWEAK-Fn14 interaction signaling; TWEAK-stimulated Fn14 reporter cells, luciferase luminescence, 8 h; inhibition, % at 10 µM; 2% of 360,000 active; in the data active = inhibition above about 50%
TLR9-MyD88 block – blocks human TLR9 binding to MyD88; 0.21% of 340,000 active; Q9NR96+Q99836; CHO BLA complementation TLR9-MyD88, CCF4 FRET ratio; inhibition, % at 4.98 µM;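 active = inhibition above the mean over all tested compounds plus 3 SD, cut at about 21% in these data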;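 also: 0% = DMSO only wells and 100% = clavulanate BLA inhibitor control wells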
Target sequence (Q99836 whole entry, looked up): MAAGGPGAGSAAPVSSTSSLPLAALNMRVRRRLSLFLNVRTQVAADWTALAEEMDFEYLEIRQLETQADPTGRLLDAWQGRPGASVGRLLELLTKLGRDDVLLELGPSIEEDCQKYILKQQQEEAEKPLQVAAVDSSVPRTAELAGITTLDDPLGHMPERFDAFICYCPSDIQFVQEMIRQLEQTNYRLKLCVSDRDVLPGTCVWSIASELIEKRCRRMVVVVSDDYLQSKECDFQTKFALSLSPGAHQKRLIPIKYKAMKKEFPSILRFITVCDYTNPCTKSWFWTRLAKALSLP
Target sequence (Q9NR96 whole entry, looked up): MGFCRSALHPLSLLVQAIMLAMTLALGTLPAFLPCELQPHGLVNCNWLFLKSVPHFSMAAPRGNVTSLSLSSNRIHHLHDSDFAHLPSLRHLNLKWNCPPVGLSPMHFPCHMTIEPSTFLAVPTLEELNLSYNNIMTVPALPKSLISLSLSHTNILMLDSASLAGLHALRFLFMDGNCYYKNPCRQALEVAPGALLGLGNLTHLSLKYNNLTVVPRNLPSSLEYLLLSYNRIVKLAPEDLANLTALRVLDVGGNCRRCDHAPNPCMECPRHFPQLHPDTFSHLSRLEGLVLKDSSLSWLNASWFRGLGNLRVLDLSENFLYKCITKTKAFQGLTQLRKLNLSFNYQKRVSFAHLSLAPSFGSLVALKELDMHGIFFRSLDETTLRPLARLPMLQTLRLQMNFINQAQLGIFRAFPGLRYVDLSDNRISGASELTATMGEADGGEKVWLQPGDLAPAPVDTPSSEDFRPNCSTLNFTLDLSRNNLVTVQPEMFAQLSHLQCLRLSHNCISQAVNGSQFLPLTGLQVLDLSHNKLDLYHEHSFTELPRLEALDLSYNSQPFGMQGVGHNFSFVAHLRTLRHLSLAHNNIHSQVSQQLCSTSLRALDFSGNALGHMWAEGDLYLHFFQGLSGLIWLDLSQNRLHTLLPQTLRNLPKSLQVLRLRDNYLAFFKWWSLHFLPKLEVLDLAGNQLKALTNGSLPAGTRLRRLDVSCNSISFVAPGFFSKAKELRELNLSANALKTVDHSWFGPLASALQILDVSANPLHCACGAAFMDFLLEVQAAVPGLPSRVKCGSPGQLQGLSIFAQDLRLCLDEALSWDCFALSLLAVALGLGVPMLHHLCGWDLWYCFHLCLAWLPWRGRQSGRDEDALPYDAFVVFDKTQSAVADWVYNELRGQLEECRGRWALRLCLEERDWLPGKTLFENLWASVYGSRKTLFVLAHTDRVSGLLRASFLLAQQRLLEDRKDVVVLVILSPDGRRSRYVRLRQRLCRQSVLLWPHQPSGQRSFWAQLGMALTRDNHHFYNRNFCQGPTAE
NCOA2 inhibitor – human SRC2 (NCOA2) inhibition. 0.17% of 370,000 active. Q15596. inhibition, % at 9 µM. HEK293 GAL4-SRC2 luciferase reporter, luminescence. AID 651957;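 active = inhibition above the mean inhibition of all tested compounds plus 3 SD, set per campaign, cut at about 52% in these data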;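 also: 0% = DMSO treated cells and 100% = cells given Gossypol at 36 µM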
Numbers without * were called inactive; / = no result given. Only part of the results is shown (hit frequency here may not be typical).

SMILES	TROY signal inh	NOD2 RIPK2 PPI	NR5A2 inv ag	SRC1 inh	EBV LMP1 NFkB	C8 TRAIL sens	COUP-TFII inh	SRC3 inh	TWEAK Fn14 block	TLR9-MyD88 block	NCOA2 inhibitor
O=C(NCc1ccco1)c1ccc(COc2ccccc2Cl)cc1	-40	2	4	-25	-14	8	-27	-2	-26	-1	-27
COc1ccc(NC(=O)C23CC4CC(C2)CC(n2cnc(Br)n2)(C4)C3)cc1OC	9	-9	4	6	-4	-2	-5	-2	0	-7	-13
Cc1occc1C(=O)N1CCC2(CCCN(Cc3ccc(F)c(F)c3)C2)C1 (configuration not stated)	-12	-5	9	-3	8	10	17	6	1	-19	18
COc1ccc(CCNc2ncccc2C#N)cc1OC	-47	-6	-56	-95	-21	-6	-11	-68	-12	4	-42
COc1ccc(Cl)cc1CC1(C)C(=O)Nc2ccc(S(=O)(=O)NC3CCCCC3)cc21 (configuration not stated)	20	3	-13	1	/	4	7	6	9	/	-5
Cc1ccccc1C(=O)NC(CC(C)C)C(=O)Nc1ccc(F)c([N+](=O)[O-])c1 (configuration not stated)	-6	-6	15	11	-4	13	-17	-7	10	8	-30
CNCCCOc1cccc(Oc2ccccc2)c1	6	12	-2	-21	-6	1	-12	-7	-29	-4	-45
CC(C)(C)OC(=O)NNC(=O)NC12CC3CC(CC(C3)C1)C2	5	-12	0	8	0	4	7	-4	-15	-8	-7
FC(F)(F)c1cc(N2CCNCC2)c2ccccc2n1	24	3	6	12	15	18	-1	12	0	-4	-6
CCOC(=O)N1CCN(C(=O)Cn2ccc3ccccc3c2=O)CC1	-10	8	-5	-10	6	3	-1	12	4	-4	-7
COc1ccc2[nH]c3c(Cl)ncnc3c2c1	3	4	-31	4	4	-11	-2	3	9	-1	-2
COc1cccc(-c2cnc(C(O)c3ccc(C)cc3)[nH]2)c1 (configuration not stated)	-35	0	-15	-30	/	-17	-19	-8	3	/	-30
CS(=O)(=O)c1ccc2nc(NC(=O)c3cccs3)sc2c1	34	-1	-100	-137	21	81*	-29	-72	69*	-10	-11
COCCCNC(=S)N1CCN(c2ccccc2)CC1	1	-3	0	-6	4	0	0	-8	-11	5	7
N#Cc1cnn2ccc(-c3ccc4c(c3)CCC4)nc12	-33	-4	-13	5	-9	5	-20	-1	-12	3	2
CCCCNc1nc(CC(C)=O)ns1	18	-11	-19	-1	2	7	9	-7	3	2	-8
CN(CCCNC(=O)C1CCCN(S(=O)(=O)c2cnc[nH]2)C1)c1ccccc1 (configuration not stated)	-5	5	-20	4	4	-12	-8	-22	-9	-10	6
O=C(CN1CCC(NC(=O)Nc2ccc(F)cc2)CC1)Nc1ccccc1[N+](=O)[O-]	7	5	22	1	-7	-16	7	-11	-5	-12	-8
CC(=O)c1ccc(N2CCN(C(=O)c3cc4c(C)nc5ccccc5c4o3)CC2)cc1	39	-2	0	8	8	34	-5	15	10	2	11
C[C@H](CO)N1C[C@H](C)[C@@H](CN(C)C(=O)Nc2ccccc2F)Oc2ncc(Br)cc2C1=O	1	9	11	-1	4	-8	3	4	0	-5	9
Cc1ccc(-n2ncc3c(SCC(=O)NNC(=O)c4ccco4)ncnc32)cc1	-46	-2	-66	-41	-14	7	-29	-47	-22	-10	-21
CCCCN(CC)CCCNC(=O)c1cc2c(-c3ccc(OC)c(OC)c3)nn(C)c2s1	-5	-2	-15	-6	3	-9	-14	-12	-66	-1	-38
C=CCn1c(C)cc(C(=O)COc2ccc(N(C)S(=O)(=O)c3ccc(NC(C)=O)cc3)cc2)c1C	-4	2	-47	-1	-7	22	-11	-2	25	-2	-10
Cc1cccc(C(=O)Nc2ccc(S(=O)(=O)Nc3nc(C)cc(C)n3)cc2)c1	13	-6	-13	4	-1	-14	-7	11	-9	-2	-8
CCOc1ccc(N2C(=O)CC(N3CCN(c4ccc(C(=O)c5ccncc5)cc4)CC3)C2=O)cc1 (configuration not stated)	15	-11	-4	-5	-3	12	29	10	14	2	16

4 compounds picked at random from the list so far, as already listed:
SMILES	TROY signal inh	NOD2 RIPK2 PPI	NR5A2 inv ag	SRC1 inh	EBV LMP1 NFkB	C8 TRAIL sens	COUP-TFII inh	SRC3 inh	TWEAK Fn14 block	TLR9-MyD88 block	NCOA2 inhibitor
COc1ccc(CCNc2ncccc2C#N)cc1OC	-47	-6	-56	-95	-21	-6	-11	-68	-12	4	-42
CC(=O)c1ccc(N2CCN(C(=O)c3cc4c(C)nc5ccccc5c4o3)CC2)cc1	39	-2	0	8	8	34	-5	15	10	2	11
O=C(NCc1ccco1)c1ccc(COc2ccccc2Cl)cc1	-40	2	4	-25	-14	8	-27	-2	-26	-1	-27
C[C@H](CO)N1C[C@H](C)[C@@H](CN(C)C(=O)Nc2ccccc2F)Oc2ncc(Br)cc2C1=O	1	9	11	-1	4	-8	3	4	0	-5	9

The results go on.
SMILES	TROY signal inh	NOD2 RIPK2 PPI	NR5A2 inv ag	SRC1 inh	EBV LMP1 NFkB	C8 TRAIL sens	COUP-TFII inh	SRC3 inh	TWEAK Fn14 block	TLR9-MyD88 block	NCOA2 inhibitor
O=C(COC(=O)c1ccc(Br)o1)NCC1CCCO1 (configuration not stated)	-2	-1	-19	-2	-6	-28	0	5	-1	5	-5
CC(=O)c1cccc(NC(=O)c2ccc(OCc3c(C)noc3C)cc2)c1	0	0	-9	-2	2	-11	12	3	-13	-5	-16
S=C1NCC(c2ccccc2)S1 (configuration not stated)	3	0	-2	-7	2	-5	-4	-5	-7	-7	-6
COc1ccccc1OCc1cc(C(=O)N2CCN(C)C(c3ccccc3)C2)no1 (configuration not stated)	-50	0	-98	-89	-47	-4	-45	-64	-10	-3	-57
Cc1ccc2c(CN3CCN(Cc4ccc5c(c4)OCO5)CC3)cc(=O)oc2c1C	13	5	15	5	1	-11	14	20	-16	8	9
CCCNC(=O)C1CCC(CNS(=O)(=O)c2ccc3c(c2)CC(C)N3C(C)=O)CC1 (configuration not stated)	-30	3	-6	17	-2	-21	-7	-5	23	-11	-3
CCN1CCN(Cc2ccc(NC(=O)c3cc(NC(=O)c4cnn(-c5ccccc5)c4N)cc(OC)c3)cc2C(F)(F)F)CC1	-36	4	-42	-1	5	25	-18	12	-73	-1	-25
Cc1cc(C)n(CC(C)NCc2c(C(=O)N3CCOCC3)nc3c(C)cccn23)n1 (configuration not stated)	-7	-14	-15	8	4	-8	10	5	-10	-4	1
FCc1nc2nc(Cl)c(Cl)nc2[nH]1	12	0	-8	-24	8	0	-25	-8	-3	-4	-8
CCC(=O)N1CC(C)C(=O)Nc2ccccc21 (configuration not stated)	13	19	5	10	-4	-3	-8	15	0	-6	-2
CCOC(=O)c1cccc(NC(=O)c2ccc3c(c2)C(=O)N(CC2CCCO2)C3=O)c1 (configuration not stated)	2	-6	0	-5	2	7	14	8	7	7	-54
CCCC(=O)N(C1CC(C)C(C#N)(C#N)C1(C#N)C#N)N(C)C (configuration not stated)	28	57*	4	-7	28	18	-35	16	5	0	-33
COc1ccccc1CNC(=O)CSc1ccc(-c2cccc([N+](=O)[O-])c2)nn1	6	6	12	-28	-2	-19	-15	17	-6	-6	-4
CCc1cccc2sc(N(CCCN3CCOCC3)C(=O)CS(=O)(=O)c3ccccc3)nc12	-2	5	2	-5	1	-2	4	11	-9	-9	17
CCC(C)C(NC(=O)C1CCC(C)CC1)C(=O)Nc1ccc(OC)cc1OC (configuration not stated)	4	-5	9	9	-2	-10	-1	2	2	0	7
O=C1OCCC1=CN1CCCCC1	-1	3	13	-9	-16	-9	6	-13	-11	4	-6
CCOC(=O)C1=C(COC(=O)c2cccc(N(C)C)c2)NC(=O)NC1C (configuration not stated)	-22	-2	-74	-81	-23	-19	-27	-100	-27	-3	-41
Cc1cc(C)n2nc(SCC(=O)c3c(N)n(CC(C)C)c(=O)n(C)c3=O)nc2n1	8	-2	15	15	9	4	-8	15	23	-2	20
COc1ccc(C2OC(=O)CC2C(=O)NCc2ccccc2Cl)cc1OC (configuration not stated)	-1	-4	-9	13	4	-6	12	20	4	-5	-3
O=C(c1ccc(F)cc1)N1CCC(C(=O)N2CCN(S(=O)(=O)c3cccc([N+](=O)[O-])c3)CC2)CC1	24	6	14	4	6	22	4	18	-8	1	-27
O=C(CCCn1c(=O)c2ccccc2n(Cc2ccccc2)c1=O)NCc1ccco1	4	-2	9	5	-4	3	-1	-14	21	-9	-16
CC(=O)Nc1ccc(S(=O)(=O)N(CC(=O)NC2CC2)Cc2ccccc2)cc1	7	-10	-4	1	-4	-1	13	3	6	9	-16
O=C(COc1ccccc1)OCc1csc(Nc2ccccc2)n1	-1	-10	12	-7	-1	-4	-8	-11	1	4	-18
CCCCN1C(=O)C(O)=C(C(C)=O)C1c1ccccc1[N+](=O)[O-] (configuration not stated)	2	-10	18	3	-2	-4	13	1	6	-7	-19
Cc1cc(C)cc(N(CCC#N)C(=O)COC(=O)c2ccc(OCc3c(C)noc3C)cc2)c1	8	-5	-13	-15	-2	1	-16	4	-5	1	11

Next section.
SMILES	TROY signal inh	NOD2 RIPK2 PPI	NR5A2 inv ag	SRC1 inh	EBV LMP1 NFkB	C8 TRAIL sens	COUP-TFII inh	SRC3 inh	TWEAK Fn14 block	TLR9-MyD88 block	NCOA2 inhibitor
CCOc1ccc(-c2noc(CCC(=O)NC3CCCC3)n2)cc1OC	-14	-3	3	-17	-6	-9	23	3	4	-4	-21
CCc1cc(C(=O)NCC(c2ccco2)N2CCCCC2)sc1C (configuration not stated)	-15	-2	-6	-32	4	11	-1	-6	11	-12	-7
COc1ccccc1N1CCN(C2CCCN(C(=O)CN3CCCCC3=O)C2)CC1 (configuration not stated)	13	10	11	7	-5	-10	5	13	-1	6	-36
COc1ccccc1N1C(=O)C2C3CC(c4ccccc4)C(C3)C2C1=O (configuration not stated)	10	-5	4	-2	-6	-3	15	16	10	-3	-15
CCCCc1ccc(S(=O)(=O)NC(=O)C2(C)CCN2C(=O)c2ccccc2)cc1 (configuration not stated)	-9	2	0	4	/	-3	-11	-4	-20	/	16
CC(C)c1nc(SCC(=O)N2c3ccccc3CC2C)c2ccccc2n1 (configuration not stated)	11	3	3	5	9	6	-6	13	-9	-10	-10
COc1cccc(Cn2nnc(C(=O)Nc3cc(Cl)ccc3OC)c2N)c1	20	-3	17	9	-6	14	-6	26	-13	8	-15
CN(C1CCCCC1)S(=O)(=O)c1ccc(S(=O)(=O)N2CCCC2)cc1	-15	0	7	-6	-9	-9	1	2	-1	2	1
Cc1ccc(S(=O)(=O)N2[C@@H](c3ccc(Br)cc3)C(C(=O)O)=CC[C@H]2c2cccc(C)c2)cc1	31	-15	2	10	0	7	-3	3	22	-2	-37
O=C1CCN(S(=O)(=O)c2ccccc2)CCN1CCOCc1ccc(F)cc1	5	-7	0	-11	-8	-30	-1	-8	-10	-8	-3
CC(Sc1nncs1)C(=O)Nc1ccc2c(c1)OCCO2 (configuration not stated)	-40	0	-35	-40	-9	12	-9	-6	-20	-5	-13
CN(C)CCNC(=O)c1ccc2c(c1)NC(=O)c1ccccc1S2	-7	-15	-17	-5	13	-11	-10	-7	12	3	8
COc1ccc(C2NCCc3sccc32)cc1 (configuration not stated)	-27	-4	-15	-22	13	1	-10	-4	-6	-4	1
O=C1Nc2ccccc2N=C(c2ccc3c(c2)OCO3)C1N(C(=O)c1ccc2ccccc2c1)C1CC1 (configuration not stated)	-38	0	-111	-94	/	18	-51	-86	-3	/	-29
O=C(COc1ccc(Cl)cc1)N1CCN(c2ncccn2)CC1	6	-4	-1	-8	3	0	4	12	1	-4	11
